KB-3-1 cytotox: kills parental KB-3-1 adenocarcinoma cells. KB-3-1 viability, CellTiter-Glo ATP luminescence, 72 h. Potency, µM (series often up to 46.1 µM), for the others: at the highest dose activity change, negative = cytotoxic, usual class: cytotoxic. 1.4% of 400,000 active. AID 1347075; further: potency means the concentration at half of the fitted maximal effect; on the % scale 0 is the no-effect control and ±100 the full control effect; nearly all actives have a fitted effect of over 60% in size
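Cytotoxicity measured as CellTiter-Glo luminescence after 72 h at 37 C. Compound titrations were pinned onto drug-naive KB-3-1 parental adenocarcinoma cells grown in DMEM with 10% FBS, and normalized data fitted to concentration-response curves.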
GLP1R ag: GLP-1 receptor (human) agonism; HEK293 GLP-1R CRE-luciferase, luminescence, 4-6 h; cells express a hypersensitive GLP-1R form; Potency, µM (titrated, usually from 45.6 µM), inactives show at the highest dose activation, most hits filed as activators; 0.007% of 380,000 active; further: potency means the concentration at half of the fitted maximal effect; % of control where 0% means no effect
Target sequence (P43220 whole entry, looked up): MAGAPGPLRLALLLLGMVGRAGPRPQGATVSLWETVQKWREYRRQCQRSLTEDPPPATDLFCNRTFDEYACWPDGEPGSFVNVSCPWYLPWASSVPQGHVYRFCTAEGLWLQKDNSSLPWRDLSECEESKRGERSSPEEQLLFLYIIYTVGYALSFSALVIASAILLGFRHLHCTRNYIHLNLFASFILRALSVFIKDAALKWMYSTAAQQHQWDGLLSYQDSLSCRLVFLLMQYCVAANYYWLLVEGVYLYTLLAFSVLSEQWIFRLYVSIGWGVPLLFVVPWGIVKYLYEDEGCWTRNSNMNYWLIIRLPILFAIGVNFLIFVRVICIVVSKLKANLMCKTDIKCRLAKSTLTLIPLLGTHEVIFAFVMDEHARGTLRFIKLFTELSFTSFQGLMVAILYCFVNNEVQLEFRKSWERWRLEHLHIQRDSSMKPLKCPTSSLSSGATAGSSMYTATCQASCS
KB-V1 MDR tox: KB-V1 MDR subline cytotoxicity | KB-V1 MDR cells viability, CellTiter-Glo, 72 h | Potency, µM (highest dose often 46.1 µM), for inactives: at the top dose activity change, negative = cytotoxicity, most hits filed as cytotoxic | 3.4% of 400,000 active; further: potency means the concentration at half of the fitted maximal effect; on the % scale 0 is the no-effect control and ±100 the full control effect; nearly all actives have a fitted effect of over 60% in size
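Compound-treated KB-V1 multidrug-resistant cells, 72 h, 37 degrees C; viability by CellTiter-Glo. Fitted qHTS curves give the values.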
HT1080 IDH1KD tx: HT-1080 IDH1 knockdown cell toxicity (counter line); HT-1080 IDH1 knockdown viability, ATP luminescence, 48 h; Potency, µM (titrated, usually from 46.1 µM), inactives show at the highest dose activity, negative = toxicity, hits mostly cytotoxic; 2% of 360,000 active; AID 686971;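 further: potency means the concentration at half of the fitted maximal effect; 0% = DMSO wells and -100% = cell-free medium wells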
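Knockdown cells (IDH1KD HT-1080) received compounds 2 h after plating at 750 cells/well and were kept 48 h at 37 °C in 5% FBS RPMI. A CellTiter-Glo luminescence read gave % activity for curve fitting.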
D3 antag: antagonists of human D3 dopamine receptor; P35462; D3R cells, DiscoveRx beta-arrestin luminescence, antagonist mode; stronger effect = lower value; max response, negative = inhibition, %; 2.5% of 360,000 active; AID 652054; in the data active means max response below about -50%; inconclusive means no clear call, values can overlap the other calls; further: on the % scale 0 is the no-effect control and ±100 the full control effect; mostly tested at two doses, the higher about 12 µM
Target sequence (P35462 whole entry, looked up): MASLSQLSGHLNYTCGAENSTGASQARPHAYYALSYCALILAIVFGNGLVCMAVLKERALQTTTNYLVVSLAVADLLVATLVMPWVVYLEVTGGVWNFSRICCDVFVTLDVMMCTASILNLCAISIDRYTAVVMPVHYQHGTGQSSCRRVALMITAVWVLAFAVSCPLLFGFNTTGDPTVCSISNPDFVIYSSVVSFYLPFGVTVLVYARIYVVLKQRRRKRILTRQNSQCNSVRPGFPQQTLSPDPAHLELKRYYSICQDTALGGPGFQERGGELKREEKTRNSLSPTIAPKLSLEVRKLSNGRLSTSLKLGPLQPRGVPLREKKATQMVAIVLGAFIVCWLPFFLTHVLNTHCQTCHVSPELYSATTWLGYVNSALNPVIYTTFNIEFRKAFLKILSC
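Cells expressing the human receptor were seeded at 1500 cells/well, incubated overnight at 37 degrees C in 5% CO2, then exposed to library compounds with dopamine controls for 90 minutes at 37 degrees C before luminescent detection.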
HT1080-NT tox: kills 2HG-producing HT-1080-NT fibrosarcoma cells. HT-1080-NT fibrosarcoma viability, CellTiter-Glo ATP luminescence, 48 h. Potency, µM (top dose mostly 46.1 µM), without a hit: at the top dose activity, negative = less viability, actives largely listed as cytotoxic. 1.6% of 360,000 active. AID 686970;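 further: NT is the 2HG producing partner of a matched IDH1 knockdown line; potency means the concentration at half of the fitted maximal effect; 0% = DMSO-treated cells and -100% = media-only wells without cells; nearly all actives have a fitted effect of over 55% in size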
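Toxicity toward the 2HG-producing NT line was scored as %Activity, normalised to DMSO and no-cell wells, from CellTiter-Glo luminescence after 48 hours' treatment.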
IL1B secr inh: blocks inflammasome-driven IL-1 beta release; THP-1 LPS/ATP IL-1B secretion, AlphaLISA, 16 h; stronger effect = lower value; activity change, % at 57.5 µM; 4.7% of 360,000 active; AID 743279; in the data active means activity change below about -50%; inconclusive means mostly about -30% to -49%; further: on the % scale 0 is the no-effect control and ±100 the full control effect
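Secreted IL-1B measured by AlphaLISA bead assay after 16 h compound exposure of THP-1 cells; compounds (final up to 57.5 uM) added 1 h before LPS (250 ng/mL) and ATP (1.25 mM) stimulation; lower signal means less secretion.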
D3 ag: activates the human D3 dopamine receptor | P35462 | D3R DiscoveRx beta-arrestin cells, luminescence, 90 min | max activation, % | 0.58% of 410,000 active; in the data active means max activation above about 30%; further: 0% is about no effect; mostly tested at two doses, the higher about 12 µM
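Agonist mode: compounds and dopamine controls were applied to plated cells for 90 min at 37 degrees C after an overnight attachment at 1500 cells/well. Luminescent read-out followed 30 - 60 minutes at room temperature with DiscoveRx detection reagent.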
SW480 rerep: induces DNA re-replication in SW480 colon adenocarcinoma cells; Potency, µM (titrated, usually from 46.1 µM), inactives show at the top dose re-replication activation, most hits filed as activators; SW480 DNA re-replication, Hoechst DNA content imaging, 48 h; 1.8% of 340,000 active; further: potency means the concentration at half of the fitted maximal effect; % of control where 0% means no effect; nearly all actives have a fitted effect of over 55% in size
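Image-based DNA-content assay: after two days of treatment, nuclei were labelled with the DNA dye Hoechst and imaged, and hits were compounds raising the count of nuclei showing high fluorescence intensity.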
* = called active by the depositor; ? = inconclusive; . = not tested or not shown; [ ] = another dose, or the depositor's remark. Unless noted, the call rests on the fitted dose curve; in most records, active means well fitted curve in the direction sought with a large enough effect; inconclusive means small, poorly fitted or top-dose-only effect, or another doubt; inactive means no such curve, though single readings can be large; an effect the other way counts as inactive or inconclusive.

1: COc1cccc(CNC(=O)CCCC(=O)Nc2cccc([N+](=O)[O-])c2)c1
2: CC1(C)Cc2c(sc3nc(SCC(=O)NCc4ccccc4)n(-c4ccccc4)c(=O)c23)CS1
3: CCN(CC)S(=O)(=O)c1csc(C(=O)NCc2ccccc2)c1
4: O=c1cc(-c2ccccc2Cl)oc2c(Br)ccc(O)c12
5: CCCOC(=O)C(C)Sc1n[nH]c(=O)[nH]c1=O (stereo not drawn)
6: CCOC(=O)C1CCN(C(=O)c2ccc3c(c2)NC(=O)/C(=C/c2ccccc2)S3)CC1
7: C=CCn1c(SCc2cccc3ccccc23)nnc1-c1cccnc1
8: O=C(CN1N=C(c2ccc(Cl)cc2)CCC1=O)NCc1cccnc1
Assay by compound	1	2	3	4	5	6	7	8
KB-3-1 cytotox	2%	-3%	-19%	?	3%	-1%	1%	14%
GLP1R ag	8%	-6%	6%	7%	-6%	-3%	20%	-1%
KB-V1 MDR tox	27%	2%	21µM*	?	0%	9%	?	21%
HT1080 IDH1KD tx	-10%	4%	-1%	9%	0%	11%	-27%	25%
D3 antag	-6	0	-6	8	3	12	-10	-2
HT1080-NT tox	-3%	7%	-3%	-11%	11%	21%	-6%	18%
IL1B secr inh	46	45	-9	15	36	-26	0	-1
D3 ag	-7	1	-2	9	1	8	8	-5
SW480 rerep	-22%	-2%	-1%	-11%	1%	-10%	-6%	1%

9: COC(=O)CCNC(=O)c1nn(Cc2ccccc2)c(=O)c2ccccc12
10: O=C(O)Cn1nc(C(F)(F)F)c2c1CCC2
11: Clc1cccc(CSc2ccc(-c3cccnc3)nn2)c1
12: CC(=O)c1cc2c(cc1C)CCCC2(C)C
13: COc1nc(Oc2ccc(=O)n(C)n2)nc(N(C)C)n1
14: CSc1ncc(CN2CCCC(C(=O)Nc3ccc(-c4ccco4)cc3)C2)cn1 (stereo not drawn)
15: Cc1cc(Cl)ccc1OC(C)C(=O)Nc1cccc(S(=O)(=O)N2CCOCC2)c1 (stereo not drawn)
16: N#Cc1c(-c2ccccc2)nc(SCc2cccc(C(F)(F)F)c2)[nH]c1=O
Assay by compound	9	10	11	12	13	14	15	16
KB-3-1 cytotox	8%	0%	10%	-6%	-4%	2%	?	-1%
GLP1R ag	0%	16%	13%	2%	-18%	24%	-4%	16%
KB-V1 MDR tox	?	5%	?	23%	0%	-3%	?	2%
HT1080 IDH1KD tx	12%	9%	-25%	16%	4%	-5%	-22%	2%
D3 antag	0	-7	-1	7	9	-10	8	-2
HT1080-NT tox	8%	4%	-13%	14%	8%	7%	-13%	3%
IL1B secr inh	32	7	?	-3	37	7	?	6
D3 ag	3	1	1	-8	3	0	3	-3
SW480 rerep	-7%	-1%	9%	-14%	-3%	-19%	.	-2%

17: O=C(Nc1ccsc1C(=O)NC1CCCCC1)c1ccccc1
18: COCCCNC(=O)c1ccccc1C(F)(F)F
19: Cc1c(NC(=O)C(C)OC(=O)c2ccc([N+](=O)[O-])s2)c(=O)n(-c2ccccc2)n1C (stereo not drawn)
20: CCOC(=O)c1c(C)nc(C)c(C(=O)OCC)c1-c1ccco1
21: CCC(=O)N(c1nnc(SC(C)C(=O)Nc2ccc(N3CCOCC3)cc2)s1)C1CC1 (stereo not drawn)
22: OCCN1CCN(CCOc2ccccc2-c2ccccc2)CC1
23: CCn1c(CNC(=O)C23CC4CC(CC(C4)C2)C3)nnc1SCC(=O)Nc1ccc(F)cc1
24: CC(=O)Nc1ccc(C2=CC(=O)CC(C)(C)C2)cc1
Assay by compound	17	18	19	20	21	22	23	24
KB-3-1 cytotox	-7%	-9%	5%	3%	4%	-14%	-9%	22%
GLP1R ag	2%	0%	-1%	-1%	9%	-10%	0%	5%
KB-V1 MDR tox	4.6µM*	6%	?	-9%	?	-12%	1%	-2%
HT1080 IDH1KD tx	-21%	11%	-3%	14%	5%	-15%	.	7%
D3 antag	-24	14	-16	13	-25	-85*	.	?
HT1080-NT tox	-22%	1%	-12%	3%	-2%	-14%	.	0%
IL1B secr inh	0	9	34	25	-9	-26	.	-15
D3 ag	-2	7	-1	-15	-8	-24	-2	-11
SW480 rerep	3%	0%	?	-8%	.	-6%	.	-1%

25: N=c1n(CC(=O)c2ccc([N+](=O)[O-])cc2)c2ccccc2n1Cc1ccccc1Cl
26: COc1ccc(OC)c(NC(=O)c2ccc3c(c2)C(=O)N(c2ccc(OC(C)=O)cc2)C3=O)c1
27: COc1ccc2[nH]c(=O)c(CN(Cc3nnnn3CCc3ccccc3)CC3CCCO3)cc2c1 (stereo not drawn)
28: CCc1cccc(NC(=O)[C@@H]2CCCN2C2=NS(=O)(=O)c3ccccc32)c1
29: COc1ccc(NC(=O)CCN2C(=O)/C(=C/c3ccc4c(c3)OCO4)SC2=S)cc1
30: COc1ccc(OC)c2[nH]c(=O)c(CCNC(C)=O)cc12
31: CC(=O)c1cccc(NC(=O)c2ccc(C(=O)Nc3cccc(C(C)=O)c3)nc2)c1
32: S=c1[nH]nc(-c2ccccc2)n1Cc1ccccc1
Assay by compound	25	26	27	28	29	30	31	32
KB-3-1 cytotox	?	26%	-2%	5%	-2%	3%	2%	-6%
GLP1R ag	0%	6%	26%	-4%	7%	1%	1%	1%
KB-V1 MDR tox	?	0%	-18%	24%	3%	-7%	-7%	11%
HT1080 IDH1KD tx	-9%	13%	-12%	5%	-20%	6%	-6%	11%
D3 antag	2	1	-19	-4	11	0	12	?
HT1080-NT tox	-1%	13%	-12%	3%	1%	4%	24%	9%
IL1B secr inh	-60*	41	?	35	0	6	31	4
D3 ag	6	4	1	-8	1	-5	2	-13
SW480 rerep	3%	-11%	-1%	-38%[inhibitor]	?	-6%	-3%	5%

33: O=C(NCc1csc(-c2cccs2)n1)c1cccc(Cl)c1
34: O=C1CCCC2=C1C(c1ccsc1)CC(=O)N2c1ccccc1F (stereo not drawn)
35: OC(CNCCCN1CCCCC1)COc1ccccc1 (stereo not drawn)
36: C=CCc1ccccc1Oc1cc(OC)nc(N)n1
37: CN(C)CCCNC(=S)N(CCO)Cc1cc2cc3c(cc2[nH]c1=O)OCO3
38: COc1ccccc1CC(=O)N1CCC(n2nccc2NC(=O)C2CCOC2)CC1 (stereo not drawn)
39: O=C(CCc1ccccn1)N1CCCC(Nc2cccc(F)c2)C1 (stereo not drawn)
40: O=C(Cn1c(=O)cnc2ccccc21)Nc1cccc(S(=O)(=O)N2CCOCC2)c1
Assay by compound	33	34	35	36	37	38	39	40
KB-3-1 cytotox	-2%	-5%	-14%	-21%	10%	1%	20%	5%
GLP1R ag	25%	-3%	-13%	16%	1%	-5%	-3%	-1%
KB-V1 MDR tox	?	-24%	-22%	-2%	?	-3%	-9%	5%
HT1080 IDH1KD tx	-4%	-7%	-4%	4%	10%	0%	0%	4%
D3 antag	9	0	?	21	-11	-15	0	1
HT1080-NT tox	0%	-9%	-4%	5%	5%	0%	-2%	2%
IL1B secr inh	.	-8	-4	24	1	-10	9	13
D3 ag	-3	-2	-7	3	5	-5	-2	20
SW480 rerep	?	?	2%	-6%	5%	2%	6%	5%

41: Cn1c(SCC(=O)c2c(N)n(C)c(=O)n(C)c2=O)nnc1-c1ccccc1
42: CCOc1ccc(C(C)=O)cc1N1C(=O)C2C3C=CC(C3)C2C1=O (stereo not drawn)
43: CC(=O)N1CCOC12CCN(Cc1ccccc1)CC2
44: CCC(=O)Oc1ccc(C(=O)Nc2c[nH]c(=O)[nH]c2=O)cc1
45: COc1ccc2c(c1OC)C(=O)N(c1ccc(C)cc1)C2
46: CCNC(=S)Nc1ccc2c(c1)c(=O)n(C)n2Cc1ccc(Cl)cc1
47: O=C(Nc1ccc(F)cc1)N1CCCN(c2nccc(C(F)(F)F)n2)CC1
48: Cc1nc(-c2ccccc2)sc1-c1ccn[nH]1
Assay by compound	41	42	43	44	45	46	47	48
KB-3-1 cytotox	23%	-2%	-7%	-1%	-5%	0%	-8%	3%
GLP1R ag	-10%	11%	5%	-1%	9%	16%	8%	12%
KB-V1 MDR tox	-14%	1%	0%	17%	-33%	0%	-23%	7%
HT1080 IDH1KD tx	13%	3%	10%	3%	0%	3%	-4%	15%
D3 antag	4	23	15	5	-20	8	1	-7
HT1080-NT tox	12%	6%	0%	-1%	-10%	-1%	-20%	12%
IL1B secr inh	4	-5	-18	20	-2	-18	-26	-7
D3 ag	-1	1	5	0	4	1	-3	0
SW480 rerep	?	9%	.	-11%	-6%	.	0%	-28%

49: Cc1cc(NC(=O)COc2ccccc2C)ccc1NC(=O)c1ccco1
50: O=C(COC(=O)CCC(=O)Nc1nccs1)NCc1ccco1
51: Cc1cccc(Cc2nnc(CCC(=O)N(C)Cc3ccncc3C)o2)c1
52: Cc1ccc(Cl)cc1NC(=O)Cn1nc(-c2cccs2)ccc1=O
Assay by compound	49	50	51	52
KB-3-1 cytotox	0%	-7%	7%	21%
GLP1R ag	9%	5%	2%	11%
KB-V1 MDR tox	-2%	-16%	-2%	3%
HT1080 IDH1KD tx	0%	10%	10%	-19%
D3 antag	-11	?	16	-7
HT1080-NT tox	-10%	6%	8%	-3%
IL1B secr inh	-27	-29	-14	-10
D3 ag	-10	1	4	-5
SW480 rerep	-4%	-8%	3%	-7%

Compound profiles, from the list above. Order of values: KB-3-1 cytotox | GLP1R ag | KB-V1 MDR tox | HT1080 IDH1KD tx | D3 antag | HT1080-NT tox | IL1B secr inh | D3 ag | SW480 rerep
Cc1cc(NC(=O)COc2ccccc2C)ccc1NC(=O)c1ccco1 is entered as 0% | 9% | -2% | 0% | -11 | -10% | -27 | -10 | -4%
O=C(COC(=O)CCC(=O)Nc1nccs1)NCc1ccco1 is entered as -7% | 5% | -16% | 10% | ? | 6% | -29 | 1 | -8%
Cc1cccc(Cc2nnc(CCC(=O)N(C)Cc3ccncc3C)o2)c1 is entered as 7% | 2% | -2% | 10% | 16 | 8% | -14 | 4 | 3%
Cc1ccc(Cl)cc1NC(=O)Cn1nc(-c2cccs2)ccc1=O is entered as 21% | 11% | 3% | -19% | -7 | -3% | -10 | -5 | -7%

High-throughput results deposited in PubChem by National Center for Advancing Translational Sciences (NCATS).
